SR-BI DiI-HDL act = activators of SR-BI mediated HDL lipid uptake | CHO ldlA[mSR-BI] cells, DiI-HDL uptake fluorescence, 3 h; 100 = double the neutral-control signal | activation, % at 12.5 µM | actives 0.096% (n = 320,000) | AID 504775;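 active = mean replicate activation of at least 60% and every replicate at or above 60%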;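 note: 0% = median plate neutral-control signal and 100% = twice that signal; values of inactives mirror those of a sister screen read the other way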
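System: CHO ldlA[mSR-BI] cells / Medium: HEPES-buffered (25 mM, pH 7.4) F12 plus 0.5% BSA / Probe or stimulus: labelled HDL, 10 µg/mL / Doses: single compound concentration, delivered by pin transfer / Schedule: 3 h, 37 °C / Measured by: DiI fluorescence, bottom read / Measure: cell-associated DiI fluorescence as measure of HDL uptake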
Rtt109 Vps75 = blocks Candida albicans Rtt109/Vps75 acetyltransferase activity | purified Rtt109/Vps75, ThioGlo CoA-SH fluorescence, 4 h | inhibition, % at 34.9 µM | actives 0.16% (n = 330,000) | AID 540336;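 active = inhibition of at least 50% in every replicate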
Keap1 Nrf2 FP = disrupts human Keap1 binding to Nrf2 peptide. Q14145. Keap1 Kelch-Nrf2 peptide fluorescence polarization, 1536-well. inhibition, % at 9.4 µM. actives 0.15% (n = 340,000). AID 504523; in the data active = inhibition above about 12%;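 note: human Keap1 Kelch domain with fluorescein labeled Nrf2 9mer peptide probe; 0% = neutral control wells and 100% = peptide positive control; higher means more block of Keap1 binding to Nrf2 peptide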
CAL PDZ FP-1 = inhibitors of human CAL PDZ peptide binding. AID 602252. purified CAL PDZ, TMR-peptide fluorescence polarization, 1 h. Q9HD26. inhibition, % at 24.9 µM. actives 0.92% (n = 300,000);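 active = mean inhibition of at least 30% with at least half of replicates also reaching 30%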;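 note: 0% = DMSO neutral control and 100% = excess unlabeled competitor peptide PRC23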
CAL PDZ FP-2 = human CAL PDZ-peptide interaction inhibition. Q9HD26. actives 0.02% (n = 330,000). purified CAL PDZ, TMR-peptide fluorescence polarization, 1 h. AID 504414. inhibition, % at 20 µM;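 active = highest replicate inhibition of at least 40%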;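 note: plate controls were DMSO neutral control wells for no effect and unlabeled competitor peptide control wells for full effect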
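Material – purified CerCALP PDZ construct · Detection – FP readout, S and P plane fluorescence · Measure – percent inhibition from loss of millipolarization · Controls – unlabelled peptide for full inhibition, DMSO wells as neutral · Probe or stimulus – TMR-labelled reporter peptide T*-PRC34 bound in PDZ groove · Times – 1 h at RT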
Cardiac RTF inh = cardiac RTF calcium desensitization; actives 0.12% (n = 340,000); AID 493244; inhibition, % at 7.15 µM; P19429+P45379; IANBD-labeled cardiac RTF, Ca2+ fluorescence;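 active = inhibition above the mean inhibition of all tested compounds plus 3 SD, cut at about 17% in these data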;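 note: assay run at fixed EC70 calcium of 1.6 mM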
RTF Ca sens act = increases calcium sensitivity of human cardiac regulated thin filaments. P19429+P45379. AID 493008. IANBD-labeled TnC RTF fluorescence at EC20 calcium; 0% EC20 calcium, 100% full calcium. actives 0.24% (n = 340,000). activation, % at 7.2 µM;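 active = activation above the mean over all tested compounds plus 3 SD, cut at about 30% in these data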;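 note: rise in fluorescence read as greater calcium sensitivity of cardiac thin filaments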
LANA DNA inh = KSHV C-LANA DNA binding inhibition. MBP-C-LANA/FAM-LBS DNA binding, fluorescence polarization. inhibition, % at 9 µM. actives 0.078% (n = 340,000). AID 504423;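 active = highest replicate inhibition at or above 60% at 9 µM, even if other replicates fall short; inactive = all replicates below 60% inhibition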;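 note: 0% = neutral control wells and 100% = 4 µM acridine orange control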
PKA-R2B act = activates the human PKA-R2B holoenzyme complex. PKA-R2B holoenzyme dissociation, Cy5-IP20 fluorescence polarization; R2B truncated from residue 108, S112A mutant; 0% DMSO only, 100% 113 µM cGMP. P22694+P31323. activation, % at 11.4 µM. actives 0.079% (n = 340,000);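 active = activation above a cutoff set at the mean over all compounds plus 3 SD, cut at about 18% in these data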;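 note: higher means more holoenzyme dissociation and a rise in polarization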
Target sequence (P31323 whole entry, looked up, other chains not shown, the tested form may be a part): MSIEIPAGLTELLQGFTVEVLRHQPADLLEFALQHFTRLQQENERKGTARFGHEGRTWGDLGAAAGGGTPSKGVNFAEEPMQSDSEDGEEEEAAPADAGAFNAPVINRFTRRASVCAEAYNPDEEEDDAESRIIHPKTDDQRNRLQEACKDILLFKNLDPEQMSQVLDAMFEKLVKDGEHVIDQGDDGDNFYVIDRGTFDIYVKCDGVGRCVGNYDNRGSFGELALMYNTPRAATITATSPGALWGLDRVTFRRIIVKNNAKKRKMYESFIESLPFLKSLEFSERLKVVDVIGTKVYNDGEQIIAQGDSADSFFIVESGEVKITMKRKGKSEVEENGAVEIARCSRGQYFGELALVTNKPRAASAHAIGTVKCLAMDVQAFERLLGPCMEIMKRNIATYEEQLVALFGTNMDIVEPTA
DAGLB inhibitor = diacylglycerol lipase beta (human) inhibition; actives 0.059% (n = 340,000); inhibition, % at 5.17 µM; HEK293T DAGLB membrane lysate, EnzChek fluorogenic substrate; Q8NCG7; in the data active = inhibition above about 34%;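 note: 0% = enzyme with vehicle and 100% = wells lacking enzyme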
Target sequence (Q8NCG7 whole entry, looked up): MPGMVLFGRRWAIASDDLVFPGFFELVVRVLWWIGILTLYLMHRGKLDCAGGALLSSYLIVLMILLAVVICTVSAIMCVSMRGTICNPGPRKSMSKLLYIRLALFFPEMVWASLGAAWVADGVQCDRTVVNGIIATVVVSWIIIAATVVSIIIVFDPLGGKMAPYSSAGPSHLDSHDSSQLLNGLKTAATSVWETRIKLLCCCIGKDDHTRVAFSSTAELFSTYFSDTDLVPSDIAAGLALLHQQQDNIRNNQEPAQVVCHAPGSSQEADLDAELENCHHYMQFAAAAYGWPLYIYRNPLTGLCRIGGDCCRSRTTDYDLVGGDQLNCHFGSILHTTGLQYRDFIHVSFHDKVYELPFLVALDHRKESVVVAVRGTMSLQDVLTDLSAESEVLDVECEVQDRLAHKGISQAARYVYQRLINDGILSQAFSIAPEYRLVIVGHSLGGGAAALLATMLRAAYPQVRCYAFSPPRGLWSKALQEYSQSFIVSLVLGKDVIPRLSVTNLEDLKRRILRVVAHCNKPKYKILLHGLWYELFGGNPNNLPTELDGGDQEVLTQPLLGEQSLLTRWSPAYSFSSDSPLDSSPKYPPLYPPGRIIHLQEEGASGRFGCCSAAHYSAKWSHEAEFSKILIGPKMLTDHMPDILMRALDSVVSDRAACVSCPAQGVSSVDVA
* = called active by the depositor; nt = no result given.

SMILES	SR-BI DiI-HDL act	Rtt109 Vps75	Keap1 Nrf2 FP	CAL PDZ FP-1	CAL PDZ FP-2	Cardiac RTF inh	RTF Ca sens act	LANA DNA inh	PKA-R2B act	DAGLB inhibitor
O=C(CCCn1cnc([N+](=O)[O-])n1)Nc1cccc(Cl)c1Cl	16	-2	-6	-3	-1.4	6	-2	1.2	-13	0
COC(=O)c1c(NC(=S)NNS(=O)(=O)c2ccc(OC)cc2OC)sc2c1CCCCCC2	-20	-10	-5	0	-2.3	-10	0	0.3	-5	7
Cc1cc2occ(CC(=O)NC3=NCCS3)c2cc1C(C)C	-21	-15	-1	-1	-1.1	-2	-5	0.7	4	1
Cc1ccc(N2C(=O)S/C(=C/c3cn(C)c4ccccc34)C2=O)cc1	-12	-3	1	1	-0.2	-3	-3	1.4	1	-12
COc1ccc(C(=O)NC(C)c2nnc(SCC(=O)Nc3nc(C)cs3)n2C)cc1 (stereo not drawn)	15	-9	-4	24	-2.5	-9	-1	-2.3	-13	-2
Cn1c(=O)n(CCOc2ccc([N+](=O)[O-])cc2)c2ccccc21	-15	4	-1	nt	0.3	0	1	-0.6	1	-4
CCN(CC)S(=O)(=O)c1ccc(C(=O)NCC(=O)N/N=C/c2ccccc2OC)cc1	-65	12	-1	-1	-1.7	2	-1	-0.2	-2	0
CN(Cc1cccs1)C(=O)CCCc1c[nH]c2ccccc12	-12	-6	2	-2	-0.5	-12	5	0.0	1	2
CCOc1ccc(N(CC(=O)Nc2nccs2)S(=O)(=O)c2c(C)noc2C)cc1	-7	9	3	nt	-1.2	-6	4	-0.2	-6	1
Oc1c(CN2CCCC2)cc(COCc2ccccc2)c2cccnc12	12	-7	2	-2	0.6	-9	7	-1.7	12	10
Cc1nnc(N2CCC(C(=O)N3CCCCCC3)CC2)c2nn(-c3ccc(Cl)cc3)c(C)c12	-44	2	1	-4	-2.7	4	-3	-0.1	-3	2
CC(=O)C1CCN(Cc2ccccc2)CC1	29	-6	-6	-1	-0.3	-3	-1	1.1	0	-4
CC1Cc2ccccc2N1C(=O)c1cnsn1 (stereo not drawn)	-19	-4	3	-3	-1.5	-9	-5	1.7	-7	-1
O=C1NC(=O)c2cc(NC(=O)C3CCCCC3)ccc21	-1	-8	1	-3	-3.1	-8	1	-0.2	6	2
O=C(c1cccc(Cl)c1)C1CCCN(S(=O)(=O)c2ccccc2)C1 (stereo not drawn)	nt	4	3	nt	-0.5	-9	-3	1.7	-1	-8
Cc1cccc(CNC(=O)C2CCC(=O)N(CCc3cccc(F)c3)C2)n1 (stereo not drawn)	8	4	1	1	-2.5	-6	1	0.0	-4	1
CNC(=O)C1(C)C=CCN1C(=O)c1ccccc1 (stereo not drawn)	20	-7	-2	-4	0.2	0	-3	-2.6	5	1
CCCCCOC(=O)Cc1c(O)c2ccccc2n(C)c1=O	10	1	-4	1	-1.8	4	1	-0.1	-14	-2
COc1ccc(Cl)cc1CSc1ncn[nH]1	-5	0	4	nt	-0.8	1	-7	1.2	-4	0
C#CCOCCOCCOCCNc1nc(N2CCN(C(=O)CCCCCCCCCCNC(=O)[C@H](CO)n3cc(CCCSC)nn3)CC2)nc(N2CCN(C(=O)CCCCCCCCCCNC(=O)[C@H](CCCCN)n3cc(CCO)nn3)CC2)n1	-16	29	-9	0	0.0	-3	0	0.1	4	-3
CC(=O)c1ccc(OCC(O)CN2CCC(C)CC2)cc1 (stereo not drawn)	21	6	1	-6	-0.1	-1	3	0.7	9	0
CN(C)C(=O)CCc1ccc2c3c([nH]c2c1)[C@]1(C)[C@@H](C(=O)N2CCOCC2)C[C@H](CC(=O)NCc2ccco2)C(=O)N1CC3	18	4	-3	-1	-0.3	-4	-2	-1.8	1	0
Cc1ccc(NC(=O)NNC(=O)C2CC(c3cccnc3)=NO2)cc1 (stereo not drawn)	3	-6	-4	-4	-2.3	-1	-7	-1.6	2	2
COc1ccc(S(=O)(=O)N2CCCCC2)cc1NC(=O)CNc1ccccc1C(C)=O	-9	15	-3	-2	-0.4	7	3	-0.6	5	-2
COc1ccccc1NC(=O)CN1CCSc2ccccc21	0	3	-8	2	-0.2	6	6	-0.9	-16	3
CCOC(=O)c1c(NC(=O)CSc2nnnn2CC)sc(C)c1C	-35	-6	-4	3	-2.6	-5	-4	0.8	4	-2
O=C1CCc2cc(S(=O)(=O)NCc3ccccc3)cc3c2N1CC3	-10	-7	1	3	-0.4	-8	1	-4.0	-1	2
COc1ccc(-c2noc(-c3ccoc3C)n2)cc1	-11	9	-3	2	-1.1	-3	7	-0.5	-6	-16
CC1Nc2ncnc(N3CCOCC3)c2N(Cc2ccccc2)C1=O (stereo not drawn)	9	4	-2	0	-1.6	-15	6	-3.8	5	4
CCn1cc(C(=O)NCc2ccccc2OC)c(=O)c2cc(S(=O)(=O)N(C)C)ccc21	-13	0	-4	nt	-2.1	-6	3	-0.8	-5	-3
C=CC(C)(C)O[C@@H]1O[C@H](CO)[C@@H](O)[C@H](O)[C@H]1O	14	0	-4	2	-0.4	-11	6	-0.2	-5	3
CC(C)=CC(=O)Nc1nnc(-c2ccccc2C)s1	-4	-7	1	0	0.2	-3	0	-0.4	1	2
c1ccc2c3nnc4n(c-3nc2c1)CCCS4	20	50	-3	-1	-1.3	-13	2	0.3	-5	-2
O=C(COC(=O)c1ccccc1F)Nc1ccc(S(=O)(=O)N2CCOCC2)cc1	-9	-5	-6	12	-1.0	-7	-1	-1.1	-7	-3
O=[N+]([O-])c1cc(S(=O)(=O)N2CCCC2)ccc1NN=C1CCCC1	9	0	-1	-2	1.3	8	8	0.4	-11	6
NC(=O)CN1CCN(Cc2ccc3c(c2)OCO3)CC1	0	0	1	0	-0.2	8	-4	-2.1	-4	-2
O=C(NCc1ccc(F)cc1)C(=O)NCC1OCCN1S(=O)(=O)c1cccs1 (stereo not drawn)	10	15	-2	nt	-0.3	-1	8	0.9	-3	2
CC(C)c1nnc(NC(=O)CCCCCN2C(=O)C3C4C=CC(C4)C3C2=O)s1 (stereo not drawn)	20	1	-2	nt	-0.7	-4	9	0.6	-14	3
CC(=O)Oc1ccc2nc(/C=C/c3ccc(C=O)cc3)oc(=O)c2c1	6	5	4	27	-8.8	0	2	0.6	0	1
O=C(NC1CC1)C1=C[C@@H](c2coc3ccccc3c2=O)C[C@@H](OCc2ccc(CO)cc2)O1	15	2	-8	-3	-1.5	-19	-6	1.6	2	-2
COCCNC(=O)c1cc2c(s1)-c1ccc(Cl)cc1SC2	-52	-4	3	0	nt	0	10	-2.1	-13	-4
Cn1ccc(-c2ccccc2)c(C#N)c1=O	7	-1	-1	1	-2.5	-7	1	0.5	-3	0
NC(=O)COc1ccc(C2c3c(oc4ccccc4c3=O)C(=O)N2CC2CCCO2)cc1 (stereo not drawn)	7	2	-2	nt	-1.8	-3	-7	-1.6	-6	0
Cc1ccc(-c2csc(NC(=O)c3c(C)noc3C)n2)cc1	-36	2	-5	-3	-0.2	-8	-3	2.0	-3	-10
COc1ccc(C(CNC(=O)C2CCN(S(=O)(=O)c3ccc(F)cc3)CC2)N(C)C)cc1 (stereo not drawn)	-7	-1	-2	-4	-0.7	-1	3	1.0	7	0
C/C(CC(=O)Nc1ccccc1F)=N\NC(=O)Cc1ccc(Cl)cc1	-15	0	0	-4	-1.2	-4	2	0.2	-16	0
CN(C[C@H](c1ccccc1)N(C[C@H](Cc1ccccc1)N(CCc1ccccc1)N=O)N=O)N=O	20	-3	-4	0	0.3	7	9	-0.3	-3	0
Cc1nc(SCc2nc3c(C)cccc3[nH]2)c2oc3ccccc3c2n1	-20	4	-6	-2	-0.3	-4	3	6.9	4	-6
COC(=O)c1c(NC(=O)CSc2nnc3ccccn23)sc2c1CCC2	3	-1	-6	nt	-2.1	-4	8	-3.1	-7	2
CC(Oc1ccc(Br)cc1)C(=O)N1CCN(c2ccccn2)CC1 (stereo not drawn)	-10	4	-2	nt	-1.5	-1	-1	0.3	-3	3

One compound at a time, from the list above. Order of screens: SR-BI DiI-HDL act	Rtt109 Vps75	Keap1 Nrf2 FP	CAL PDZ FP-1	CAL PDZ FP-2	Cardiac RTF inh	RTF Ca sens act	LANA DNA inh	PKA-R2B act	DAGLB inhibitor
Shown for `COCCNC(=O)c1cc2c(s1)-c1ccc(Cl)cc1SC2` → -52	-4	3	0	nt	0	10	-2.1	-13	-4
Shown for `C/C(CC(=O)Nc1ccccc1F)=N\NC(=O)Cc1ccc(Cl)cc1` → -15	0	0	-4	-1.2	-4	2	0.2	-16	0
Shown for `CN(C[C@H](c1ccccc1)N(C[C@H](Cc1ccccc1)N(CCc1ccccc1)N=O)N=O)N=O` → 20	-3	-4	0	0.3	7	9	-0.3	-3	0

Following part:
SMILES	SR-BI DiI-HDL act	Rtt109 Vps75	Keap1 Nrf2 FP	CAL PDZ FP-1	CAL PDZ FP-2	Cardiac RTF inh	RTF Ca sens act	LANA DNA inh	PKA-R2B act	DAGLB inhibitor
COc1cc(NC(=O)c2ccc(=O)[nH]n2)cc(OC)c1OC	-2	2	-6	-8	-0.8	1	1	-0.3	-5	-3
COC(=O)C1=C(C)N(Cc2ccccc2)C(=S)N[C@H]1c1ccc(Br)cc1	-4	-3	0	-4	-0.3	15	-3	0.0	-7	1
Cc1cc2nc(-c3ccc(SCc4ccccc4C#N)nc3)[nH]c2cc1C	-34	-11	-5	-7	-4.3	-21	6	1.6	-10	-3
N#Cc1ccccc1NC(=O)Nc1cccs1	5	8	-2	-1	0.6	-6	13	-0.2	6	2
CSC(=NC#N)N1CCN(c2ccccn2)CC1	3	4	0	1	0.1	-3	4	0.9	-1	0
COc1ccc(S(=O)(=O)c2c(O)c3ccc(C(=O)Nc4ccc(F)cc4)cc3[nH]c2=O)cc1	-20	32	-3	-9	-8.7	1	4	2.3	-18	8
CCN(C(=O)C1CCN(c2nc(-c3ccc(OC)cc3)no2)CC1)c1ccccc1	-32	-1	-1	nt	-1.1	-1	4	0.4	1	-4
CCn1c(C)nnc1SCC(=O)NC1CCCC1	nt	1	-6	-5	-2.7	-4	5	4.9	0	1
Cc1ccc(-c2nnc3sc(CCc4ccccc4)nn23)cc1	-12	nt	-3	0	-3.9	2	8	-1.3	-2	-5
COc1ccc(-c2csc(NC(=O)CN3C(=O)C4CC=CCC4C3=O)n2)cc1OC (stereo not drawn)	-62	7	0	6	-1.1	1	1	-0.7	-13	1
CN(C)/C(=N\OC(=O)c1ccccc1)c1nonc1N	-4	-3	-6	-5	-0.2	4	2	-1.0	-2	1
O=C(CCN1CCCCC1)c1ccccc1	0	1	-5	nt	-1.6	2	-3	0.6	-6	3
Cc1cccn2c(=O)c3cc(C(=O)N4c5ccccc5CC4C)n(C)c3nc12 (stereo not drawn)	-36	-7	-7	0	-3.0	-12	7	-0.2	-6	1

Source: PubChem (several laboratories)
